KCNK3 block – human KCNK3 channel inhibitors, primary screen, CHO cells, FluxOR thallium flux, B-score; Potassium channel subfamily K member 3 (Homo sapiens), O14649; FluxOR fluorescence; stronger effect = lower value; B-score at 10 µM; 340,000 compounds, 0.84% hits;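 active = B-score under library mean minus 4 SD, starting fluorescence ratio at most library mean plus 5 SD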;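 note: more negative B-score means stronger inhibition of thallium flux through KCNK3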
KCNK9 block – KCNK9 potassium channel inhibitors, primary screen, HEK293 cells, thallium flux; Potassium channel subfamily K member 9 (Homo sapiens), Q9NPC2; FluxOR thallium flux fluorescence; stronger effect = lower value; B-score at 10 µM; 310,000 compounds, 1.2% hits; AID 488922, 2010;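 active = ratio B-score over 3 SD below the library mean, with starting fluorescence within 5 SD of its mean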;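 note: negative B-score means less thallium flux so channel inhibition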
RGS4 act – RGS4 potentiators or activators, primary screen, cell-based, HEK293 M3R inducible RGS4, calcium flux; carbachol calcium flux Fluo4; stronger effect = lower value; B-score at 10 µM; 310,000 compounds, 0.92% hits; AID 463111, 2010;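 active = B-score of the integrated calcium signal more than 4 SD below the library mean, with starting fluorescence not abnormally high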;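 note: negative B-score means reduced calcium response which marks RGS4 activation or potentiation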
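test system = HEK293 cells with stable M3R and inducible RGS4 | schedule = recording 10 s baseline at 1 Hz, 100 s post-agonist | technique = Fluo4-AM (2 µM) calcium-flux fluorescence, kinetic read | measure = Agonist-evoked peak-minus-minimum fluorescence over baseline, integrated ratio, B score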
ANO1 block – TMEM16A chloride channel inhibitors, primary screen, cell-based, HTS; 310,000 compounds, 1.2% hits; Anoctamin-1 (Mus musculus), Q8BHY3; AID 588511, 2011; HEK293 TMEM16A/YFP iodide influx fluorescence, ionomycin; normalized B-score (activity score, 25-100; higher = stronger inhibition) at 10 µM;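 active = ratio plate-corrected score three or more library SD toward inhibition, starting fluorescence score within five deviations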;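 note: score derived from kinetic fluorescence span divided by baseline fluorescence per well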
MrgX1 allo act – positive allosteric modulators of MrgX1, primary screen, HEK293 cells, Fluo-4 calcium flux. FDSS; stronger effect = higher value. AID 588675, 2011. Mas-related G-protein coupled receptor member X1 (Homo sapiens), Q96LB2. B-score at 10 µM. 310,000 compounds, 0.63% hits;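 active = plate-corrected calcium response at least 3 library SD above typical, normal starting fluorescence, not activating the receptor alone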;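 note: compound read alongside a low EC10 to EC30 dose of BAM8-22 agonist; peak minus trough fluorescence over baseline measured at the second addition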
KCNQ1 act – potentiators or activators of KCNQ1 channel, primary screen, cell-based, thallium flux, high-throughput; Potassium voltage-gated channel subfamily KQT member 1 (Homo sapiens), P51787; CHO-K1 KCNQ1, thallium flux FluxOR fluorescence; stronger effect = higher value; B-score at 10 µM; 310,000 compounds, 0.35% hits;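 active = fluorescence ratio B-score, a plate-corrected score, at least three library SD, with initial intensity B-score within 5 SD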
Target sequence (P51787 whole entry, looked up): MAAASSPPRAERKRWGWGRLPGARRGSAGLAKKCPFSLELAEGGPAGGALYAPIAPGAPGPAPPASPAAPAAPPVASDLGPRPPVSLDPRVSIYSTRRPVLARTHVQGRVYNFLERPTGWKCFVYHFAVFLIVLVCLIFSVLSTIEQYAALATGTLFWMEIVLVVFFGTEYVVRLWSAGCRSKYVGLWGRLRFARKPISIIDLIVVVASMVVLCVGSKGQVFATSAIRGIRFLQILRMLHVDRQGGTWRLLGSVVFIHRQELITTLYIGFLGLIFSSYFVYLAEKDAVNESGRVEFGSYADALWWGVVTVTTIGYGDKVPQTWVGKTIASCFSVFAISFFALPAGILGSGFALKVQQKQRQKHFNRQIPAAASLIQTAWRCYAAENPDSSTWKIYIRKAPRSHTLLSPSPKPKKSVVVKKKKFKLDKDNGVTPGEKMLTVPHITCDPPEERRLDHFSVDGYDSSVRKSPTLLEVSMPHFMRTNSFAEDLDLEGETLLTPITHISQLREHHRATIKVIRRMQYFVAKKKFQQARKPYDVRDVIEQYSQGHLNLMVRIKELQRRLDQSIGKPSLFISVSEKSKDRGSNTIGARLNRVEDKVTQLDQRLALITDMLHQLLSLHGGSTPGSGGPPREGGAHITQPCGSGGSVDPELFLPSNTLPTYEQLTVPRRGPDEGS
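System: Stable KCNQ1 CHO-K1 line | Incubation: 90 min dye loading and 20 min compound exposure, both at room temperature | Measure: Ratio B score | Medium: Assay buffer for compound exposure, DMSO matched across wells | Compound dosing: Single-concentration screen | Probe or stimulus: K+/Tl+ depolarizing stimulus | Measured by: Kinetic FluxOR fluorescence, 10 s baseline plus 110 s post-stimulus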
KCNQ1 block – inhibitors of human KCNQ1 channel, primary screen, cell-based, thallium flux, high-throughput; Potassium voltage-gated channel subfamily KQT member 1 (Homo sapiens), P51787; CHO-K1 KCNQ1, FluxOR thallium flux fluorescence; stronger effect = higher value; B-score at 10 µM; 310,000 compounds, 1.3% hits;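 active = compounds whose thallium flux B-score, printed positive for inhibition, exceeds three library SD while starting fluorescence stays within three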;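 note: channel opened by potassium depolarization with thallium stimulus after 20 min compound exposure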
MrgX1 ag – agonists of human MrgX1 receptor, primary screen, HEK293 cells, Fluo-4 calcium flux; 310,000 compounds, 0.44% hits; Fluo-4 calcium fluorescence, agonist mode; stronger effect = higher value; AID 588627, 2011; Mas-related G-protein coupled receptor member X1 (Homo sapiens), Q96LB2; B-score at 10 µM;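 active = calcium response B-score plate-corrected fluorescence ratio at least 3 library SD, with starting fluorescence B-score inside 5 SD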
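Assay system: stable human MrgX1 HEK293 cell line. Quantity: 15,000 cells per well. Schedule: cells plated overnight, dye loaded 0.5 h 37 °C, 0.5 h room temperature. Detection: Fluo-4 NW calcium-flux fluorescence, kinetic read. Read-out basis: peak-minus-minimum fluorescence over baseline, converted to B scores. Control set: positive and negative control wells on each plate.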
hERG protect – hERG rescue from dofetilide block, primary screen, cell-based, CHO-hERG, FluxOR thallium flux, dofetilide IC70. Voltage-gated inwardly rectifying potassium channel KCNH2 (Homo sapiens), Q12809. dofetilide IC70 present. activation (rescue from dofetilide block), less the hit threshold, % at 10 µM. 310,000 compounds, 0.51% hits. AID 1511, 2009;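 active = activation above the mean of controls blocked by dofetilide plus 5 SD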;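 note: thallium influx through hERG after potassium depolarization seen as dye fluorescence rise; in these data hits start at about 4.7%; inactives centre near -7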
ANO1 activ – TMEM16A chloride channel activators or potentiators, primary screen, cell-based, HTS; B-score at 10 µM; 340,000 compounds, 0.3% hits; AID 623877, 2012; HEK293 TMEM16A/YFP-H148Q/I152L, iodide quench fluorescence; stronger effect = lower value;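 active = fluorescence-ratio B-score plate-corrected deviation score at least 3 library SD below zero, with starting fluorescence score within 5 deviations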;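 note: channel opened by trigger with iodide after compound preincubation; score built on the fluorescence ratio of max minus min over baseline; more negative score means more quench and so TMEM16A activation or potentiation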
RGS4 block – RGS4 inhibitors, primary screen, cell-based, HEK293 M3R inducible RGS4, calcium flux; B-score at 10 µM; Fluo-4 calcium flux; stronger effect = higher value; triggered by carbachol at its EC20; Regulator of G-protein signaling 4 (Homo sapiens), P49798; AID 463165, 2010; 310,000 compounds, 0.45% hits;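 active = B-score, a plate-corrected calcium signal, over three deviations above library mean, with baseline fluorescence within five deviations of library mean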;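 note: RGS4 expression induced by doxycycline in cells with stable M3 receptor; B-score is computed from the integrated fluorescence ratio over baseline after carbachol; higher B-score means a larger calcium signal and so more RGS4 inhibition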
Target sequence (P49798 whole entry, looked up): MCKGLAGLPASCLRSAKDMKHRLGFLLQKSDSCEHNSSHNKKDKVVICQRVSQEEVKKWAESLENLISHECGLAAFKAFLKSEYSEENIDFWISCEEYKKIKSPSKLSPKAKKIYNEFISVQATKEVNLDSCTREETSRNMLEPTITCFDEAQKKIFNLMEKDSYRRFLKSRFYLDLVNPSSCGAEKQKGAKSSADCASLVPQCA
Starred values were filed as active, the others as inactive; i = inactive; · = no result given.

SMILES	KCNK3 block	KCNK9 block	RGS4 act	ANO1 block	MrgX1 allo act	KCNQ1 act	KCNQ1 block	MrgX1 ag	hERG protect	ANO1 activ	RGS4 block
CCc1cc2c(cc3c(=O)n(CC(=O)NCCCN4CCCCCC4)nc(CC)n32)s1	i	i	i	i	i	i	i	i	-6	i	i
COC(=O)c1cc(NC(=O)c2cc(-c3ccc(C(F)(F)F)cc3)oc2C(F)(F)F)ccc1N1CCOCC1	i	i	i	i	i	i	8*	i	2	i	i
CCOC(=O)c1ccc(-c2ccc(/C=C(\C#N)C(=O)NCC3CCCO3)o2)cc1 (stereo not drawn)	i	i	i	i	i	i	i	i	-20	i	i
CC/C(=N\NC(=O)c1c(C)nc2ccccn12)c1ccccc1	i	i	i	i	i	i	i	i	-8	i	i
CCOC(=O)c1nc(NNC(=O)c2ccc([N+](=O)[O-])cc2)sc1C	i	i	i	i	i	i	i	i	-16	i	i
Cc1ccc(CNC(=O)[C@H]2C[C@@H]2[C@H](NP(=O)(c2ccccc2)c2ccccc2)c2ccccc2)o1	i	i	i	i	i	i	i	i	-16	i	i
c1ccc(NCc2nc3ccccc3n2CCOc2ccccc2)cc1	i	i	i	i	i	i	i	i	-5	i	i
Cc1ccc(CN2C(=O)CCC2C(=O)NCc2ccc(F)cc2)cc1 (stereo not drawn)	i	i	i	i	i	i	i	i	-7	i	i
C=CCOC(=O)c1ccc(N2CCN(c3ccccc3)CC2)nc1	i	i	i	i	i	i	i	i	-8	i	i
CCSc1nc2ccccc2n1S(=O)(=O)c1ccccc1	i	·	·	i	i	·	·	i	·	i	·
COc1ccc(CCN2CCCC(CN(C)C(=O)c3ccoc3)C2)cc1 (stereo not drawn)	i	i	i	i	i	i	i	i	-8	i	i
COc1cccc(N(C(=O)CNC(=O)c2ccco2)C(C(=O)NC2CCCC2)c2ccco2)c1 (stereo not drawn)	i	i	i	i	i	i	i	i	-8	i	i
CSc1nc2nc(-c3ccc(F)cc3)c(CCN3CCN(C)CC3)cn2n1	i	i	i	i	i	i	i	i	3	i	i
O=C1Nc2ccccc2C12NCCc1c2[nH]c2ccccc12 (stereo not drawn)	i	i	i	i	i	i	i	i	-6	i	i
COCCN(C(=O)COC(=O)c1ccc(Cl)nc1)c1c(N)n(Cc2ccccc2)c(=O)[nH]c1=O	i	i	i	i	i	i	i	i	-11	i	i
O=C(O)Cc1ccc(OCc2ccc(Cl)nc2)cc1	i	i	i	i	i	i	i	i	-5	i	i
COc1cc(C2NC(=S)NC(C)=C2C(=O)Nc2ccc(C)cc2)ccc1O (stereo not drawn)	i	i	i	i	i	i	i	i	-4	i	i
O=[N+]([O-])c1ccc2[nH]c3c(c2c1)CCCC3	i	i	i	i	i	i	i	i	-14	i	i
O=C(c1c(F)cccc1F)N(Cc1ccccc1)Cc1ccccc1	i	i	i	i	i	i	i	i	-11	i	i
COc1ccccc1NC(=S)NC1CCC(CC2CCC(NC(=S)Nc3ccccc3OC)CC2)CC1 (stereo not drawn)	i	i	i	i	i	i	i	i	-1	i	i
CN(C)S(=O)(=O)c1ccc(C(=O)NCc2nnc(SCC(=O)NCc3ccco3)o2)cc1	i	i	i	i	i	i	i	i	0	i	i
CCCCCc1ccc(-c2cn(CCc3c[nH]c4ccccc34)nn2)cc1	i	i	i	i	i	i	i	i	-5	i	i
Cc1nc(Br)c(Br)c(C)c1Br	i	i	i	i	i	i	i	i	-3	i	i
CCCn1c(=O)c(C#N)cn(C2CC2)c1=O	i	i	i	i	i	i	i	i	-1	i	i
CCOC(=O)c1cc(S(=O)(=O)NCc2ccc3c(c2)OCO3)cn1C	i	i	i	i	i	i	i	i	-8	i	i
Cc1ccc[n+](CC(=O)N2CCCc3ccccc32)c1	i	i	i	i	i	i	i	i	-20	i	i
CCC(CC)NC(=O)Nc1ccc(C)cc1	i	i	i	i	i	i	i	i	-9	i	i
O=C1NC2(CCCCCC2)C(=O)N1Cc1ccc([N+](=O)[O-])cc1	i	i	i	i	i	i	i	i	-3	i	i
CCc1ccc(OCC2NCCc3cc(OC)c(OC)cc32)cc1 (stereo not drawn)	i	i	i	i	i	i	i	i	-4	i	i
Cc1ccc(C(=O)c2ccccc2C(=O)OCC(=O)NCCc2ccccc2)cc1	i	i	i	i	i	i	i	i	-7	i	i
O=C(NCC1CCCO1)c1cc(NS(=O)(=O)c2cccs2)cc(NS(=O)(=O)c2cccs2)c1 (stereo not drawn)	i	i	i	i	i	i	i	i	-10	i	i
CCCNC(=O)CC(NS(=O)(=O)c1ccc(Cl)cc1)c1ccco1 (stereo not drawn)	i	i	i	i	i	i	i	i	-4	i	i
COc1ccc(/C=N/NC(=O)c2ccncc2)c(OC)c1	i	i	i	i	i	i	i	i	-5	i	i
NC(=O)NC(c1ccc(Cl)cc1)c1ccccc1Cl (stereo not drawn)	i	i	i	i	i	i	i	i	-7	i	i
O=C(Nc1ccc2c(c1)OCO2)C1COc2ccccc2O1 (stereo not drawn)	i	i	i	i	i	i	i	i	-13	i	i
NNC(=S)Nc1ccc(S(=O)(=O)N2CCCCC2)cc1	i	i	i	i	i	i	i	i	-6	i	i
COc1cc(/C=N\NC(=O)c2nonc2N)c(OC)cc1Br	i	i	i	i	i	i	i	i	1	i	i
CCC(C)(C)NC(=O)CN(Cc1ccc2c(c1)OCO2)C(=O)CCC(=O)Nc1nccs1	i	i	i	i	i	i	i	i	-5	i	i
Cc1ccc(CS/C(Nc2ccccc2C)=C(\C#N)C(N)=O)c(C)c1	i	i	i	i	i	i	i	i	-7	i	i
O=C(Cc1ccc(F)cc1)NCCc1cnc[nH]1	i	i	i	i	i	i	i	i	-1	i	i
O=C(c1cccc(NS(=O)(=O)c2ccc(Br)cc2)c1)N1CCCCC1	i	i	i	i	i	i	i	i	-16	i	i
CCOc1ccccc1NC(=O)N1CCCN(c2ncccc2C#N)CC1	i	i	i	i	i	i	i	i	-4	i	i
Cc1nc(SCc2ccccc2)nc2c1CCC2	i	i	i	i	i	i	i	i	-6	i	i
Cc1cccc(-n2nc([N+](=O)[O-])c(=NCc3cccnc3)n2O)c1	i	i	i	i	i	i	i	i	-7	i	i
O=C(CN1C2CCC1CC(NC(=O)NC1CCCCC1)C2)NC1CC1 (stereo not drawn)	i	i	i	i	i	i	i	i	-3	i	i
CC(C)c1cccc(C(C)C)c1OCCCCCN1CCOCC1	i	i	i	i	i	i	i	i	-6	i	i
CC1(C)Cc2c(sc(NC(=O)C(=O)NCCCN3CCOCC3)c2C#N)CO1	i	i	i	i	i	i	i	i	-5	i	i
CCCCC(=O)Nc1ccc(NC(=S)NC(=O)c2cccs2)cc1OC	i	i	i	i	i	i	i	i	-8	i	i
CCc1ccc(C(O)(CNCc2ccccc2)c2ccccc2)cc1 (stereo not drawn)	i	i	i	i	i	i	i	i	-13	i	i
COc1ccc(-c2csc(NC(=O)CCN3C(=O)C4CC=CCC4C3=O)n2)cc1OC (stereo not drawn)	i	i	-7.3*	i	i	i	i	45*	-15	i	i
COc1ccc(N2C(=O)CC(Nc3cccc([N+](=O)[O-])c3)C2=O)cc1 (stereo not drawn)	i	i	i	i	i	i	i	i	-7	i	i
Cc1[nH]c2ccccc2c1SCCN	i	i	i	i	i	i	i	i	-8	i	i
O=C(NCc1ccccc1)NC(=O)c1ccncc1	i	i	i	i	i	i	i	i	-10	i	i
O=C(N/N=C/c1ccc(O)cc1)c1cncc(Br)c1	i	i	i	i	i	i	i	i	-8	i	i
CC(C)(C)S(=O)(=O)c1cnc(N2CCCCC2)nc1N	i	i	i	i	i	i	i	i	-7	i	i
CCOC(=O)c1c(NC(=O)c2ccc(-n3cnnn3)cc2)sc2c1CCCC2	i	i	i	·	·	i	i	·	-8	i	i
CCOC(=O)c1c(NC(=O)c2cccnc2)sc(C(C)=O)c1C	i	i	i	i	i	i	i	i	-6	i	i
Cc1cccc(CSCCNC(=O)COc2ccc(Cl)cc2)c1	i	i	i	i	i	i	i	i	-6	i	i
CCc1nn(CCCC(=O)NCc2ccco2)c(=O)c2cc3occc3n12	i	i	i	i	i	i	i	i	-7	i	i
CCCCc1ccc(S(=O)(=O)NCCc2ccncc2)cc1	i	i	i	i	i	i	i	i	-14	i	i
Cc1ccccc1N(C(=O)c1snc(C(N)=O)c1N)C(C(=O)NC1CCCCC1)c1ccc(O)cc1 (stereo not drawn)	i	i	i	i	i	i	6*	i	-9	i	i
C[C@H](O)[C@@]1(O)CC[C@H]2[C@@H]3CC[C@@H]4C[C@H](O)CC[C@]4(C)[C@H]3CC[C@@]21C	i	i	i	i	i	i	i	i	-5	i	i
CCOc1ccc(NC(=O)c2ccc(F)c(S(=O)(=O)N3CCN(c4ccccn4)CC3)c2)cc1	i	i	i	i	i	i	i	i	-3	i	i

Compound activity from PubChem.
